HTR5A inv ag: HTR5A inverse agonists in luminescence cell assay, primary screen, counter-screen for OPRM1-OPRD1 heterodimer inverse agonist project, full-deck HTS. inhibition, % at 9.3 µM. 340,000 tested, 0.083% active. 5-hydroxytryptamine receptor 5A (Homo sapiens), P47898. HTR5A cell line, inverse agonism; in the data active means inhibition mostly above about 23%, no sharp cut-off; inactive means mostly below about 18%;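 further: 0% = cells with DMSO and 100% = no-cell wells with DMSO; some compounds called inactive have numbers as strong as hits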
Target sequence (P47898 whole entry, looked up): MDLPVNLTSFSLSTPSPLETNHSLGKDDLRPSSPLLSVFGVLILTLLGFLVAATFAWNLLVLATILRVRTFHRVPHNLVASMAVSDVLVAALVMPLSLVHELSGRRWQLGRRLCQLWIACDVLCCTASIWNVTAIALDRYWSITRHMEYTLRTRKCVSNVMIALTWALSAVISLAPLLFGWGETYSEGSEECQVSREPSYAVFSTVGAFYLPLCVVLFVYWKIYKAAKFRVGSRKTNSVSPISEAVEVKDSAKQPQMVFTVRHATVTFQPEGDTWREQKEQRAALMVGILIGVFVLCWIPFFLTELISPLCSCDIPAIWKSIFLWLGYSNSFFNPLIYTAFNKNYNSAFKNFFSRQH
DAGLB inh: DAGLB lipase inhibitors, primary screen, biochemical, fluorescence, HTS; inhibition, % at 5.17 µM; HEK293T DAGLB membrane lysate, EnzChek fluorogenic substrate; Diacylglycerol lipase-beta (Homo sapiens), Q8NCG7; 340,000 tested, 0.059% active; in the data active means inhibition above about 34%;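 further: 0% = enzyme with vehicle and 100% = wells lacking enzyme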
phage Ecoli inh: growth loss of phage-infected E. coli, primary screen, RecBCD inhibitor project, absorbance, with phage, HTS; inhibition, % at 11.9 µM; 360,000 tested, 0.26% active; AID 651602, 2012; in the data active means inhibition above about 11%
SUMO Mot1 rescue: yeast Mot1-301 growth rescue at high temperature, primary screen, SUMOylation pathway inhibitor project, S. cerevisiae, ATP luminescence, 38.5C | S. cerevisiae Mot1-301 growth rescue; percent above DMSO median, 100 means doubled | growth rescue, % at 18.8 µM | 320,000 tested, 1% active;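 active means every valid replicate shows activation above 250% relative to neutral control wells; inactive means the rest, any valid replicate at or below 250%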;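 further: OY570 slx delta 5 strain wells were the positive control but not used for scaling; some compounds called inactive have numbers as strong as hits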
AddAB inh: growth inhibition of E. coli expressing H. pylori AddAB, primary screen, AddAB inhibitor project, absorbance. inhibition, % at 11.9 µM. 330,000 tested, 0.29% active; in the data active means inhibition above about 12%;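 further: 0% = vehicle wells of infected cells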
HTR5A ag: HTR5A agonists in luminescence cell assay, primary screen, counter-screen for OPRM1-OPRD1 heterodimer agonist project, full-deck HTS; 340,000 tested, 0.61% active; 5-hydroxytryptamine receptor 5A (Homo sapiens), P47898; cell-based; activation, % at 9.3 µM; in the data active means activation mostly above about 9.5%, no sharp cut-off; inactive means mostly below about 7.6%;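 further: 0% = cells with vehicle only and 100% = reference agonist; strong numbers were not always called active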
CDK5 p35 inh: inhibitors of human CDK5/p35 kinase, primary screen, biochemical, single concentration; AID 488839, 2010; inhibition, % at 10 µM; 330,000 tested, 0.01% active; Recombinant CDK5/p35, ADP-Glo luminescence, 60 min; Cyclin-dependent kinase 5 (Homo sapiens) + Cyclin-dependent kinase 5 activator 1 (Homo …;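 active means highest replicate inhibition of at least 50% and at least 75% of replicates reaching 50%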;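 further: plate controls were DMSO neutral control for no effect and GW8510 at 10 µM for full effect; many of its hits are not listed in these tables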
Target sequence (Q00535 whole entry, looked up): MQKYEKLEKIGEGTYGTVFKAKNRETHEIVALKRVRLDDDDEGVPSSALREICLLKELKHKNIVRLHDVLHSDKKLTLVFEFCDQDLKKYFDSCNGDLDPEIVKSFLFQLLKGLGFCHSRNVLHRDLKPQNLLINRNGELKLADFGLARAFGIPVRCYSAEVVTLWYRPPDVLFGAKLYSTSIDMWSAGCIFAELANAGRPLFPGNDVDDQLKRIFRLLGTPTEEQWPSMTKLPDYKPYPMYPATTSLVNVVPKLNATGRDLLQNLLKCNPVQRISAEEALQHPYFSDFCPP
Target sequence (Q15078 whole entry, looked up): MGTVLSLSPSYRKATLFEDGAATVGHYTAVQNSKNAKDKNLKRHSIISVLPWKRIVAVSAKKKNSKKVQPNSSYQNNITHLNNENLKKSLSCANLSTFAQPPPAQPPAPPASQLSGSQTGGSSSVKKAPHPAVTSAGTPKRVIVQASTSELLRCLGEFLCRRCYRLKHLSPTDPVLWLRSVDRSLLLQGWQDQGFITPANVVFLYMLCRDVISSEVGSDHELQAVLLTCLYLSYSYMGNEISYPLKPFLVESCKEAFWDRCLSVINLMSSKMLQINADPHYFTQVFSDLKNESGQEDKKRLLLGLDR
Tat export inh: E. coli Tat export inhibitors, primary screen, MC4100, TorA-mCherry reporter, fluorescence, single point; inhibition, % at 10 µM; 340,000 tested, 0.036% active;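 active means mean replicate inhibition at least 50% and at least half of replicates individually reaching 50%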;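 further: exported cargo escapes ClpAP degradation while cytoplasmic cargo is degraded and loses fluorescence; 0% = median of neutral control wells and 100% = median of NaSCN control wells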
PKA-R1A activ: activators of PKA-R1A holoenzyme, primary screen, biochemical, fluorescence polarization, Cy5-IP20, bovine R1A, mouse PKAc; cAMP-dependent protein kinase type I-alpha regulatory subunit (Bos taurus) + …; PKA-R1A dissociation; scaled: DMSO 0%, 113 µM cGMP 100%; activation, % at 11.4 µM; 340,000 tested, 0.083% active; AID 504707, 2011;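 active means percent activation above the mean of all tested compounds plus 3 SD, cut at about 19% in these data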;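 further: higher means more PKAc released from R1A so a rise in polarization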
PKA-R2B act: activators of PKA-R2B holoenzyme, primary screen, biochemical, fluorescence polarization, Cy5-IP20, human. cAMP-dependent protein kinase catalytic subunit beta (Homo sapiens) + cAMP-dependent …. PKA-R2B holoenzyme dissociation; R2B truncated from residue 108, S112A mutant; 0% DMSO only, 100% 113 µM cGMP. activation, % at 11.4 µM. 340,000 tested, 0.079% active. AID 504700, 2011;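 active means activation above a cutoff set at the mean over all compounds plus 3 SD, cut at about 18% in these data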;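 further: higher means more holoenzyme dissociation and a rise in polarization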
E coli growth: E. coli V3065 growth inhibition, primary screen, counter-screen for AddAB inhibitor project, absorbance, OD600 | 18 h | inhibition, % at 11.9 µM | 330,000 tested, 0.27% active;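 active means inhibition above the campaign's mean inhibition across all tested compounds plus 3 SD, cut at about 9.9% in these data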;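 further: uninfected addAB+ strain grown without phage in ampicillin broth; 0% = DMSO wells and 100% = ciprofloxacin 0.95 µg/ml wells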
Active calls of the source: *; i = inactive; . = no result given.

SMILES	HTR5A inv ag	DAGLB inh	phage Ecoli inh	SUMO Mot1 rescue	AddAB inh	HTR5A ag	CDK5 p35 inh	Tat export inh	PKA-R1A activ	PKA-R2B act	E coli growth
C[C@@H](NC(=O)C(=O)c1c[nH]c2ccccc12)c1ccccc1	-10	-5	1.2	-36	1.9	-2	1.5	0	-13	-5	1.8
Cc1ccc(NC(=S)NC2CCSc3ccccc32)cc1C (stereo unspecified)	-34	-5	3.0	i	3.5	14	-3.4	-3	6	2	-1.8
CN1/C(=C\C=N\NC(=O)c2cccnc2)C(C)(C)c2ccccc21	8	0	4.5	-11	3.3	-3	-1.1	-2	7	16	1.2
Cc1ccc(NC(=O)c2ccc3c(c2)C(=O)N(c2cc(C)ccc2C)C3=O)nc1	15	2	1.7	38	-2.7	1	1.4	2	2	-4	0.0
COc1cc(SC)ccc1C(=O)NCc1ccccc1	-5	-3	1.7	3	2.0	1	0.8	-3	-6	4	-0.5
CC(C)(C)SCCNC(=O)c1ccc(NS(C)(=O)=O)cc1	-3	4	0.8	42	1.4	-1	-1.3	1	-15	-8	0.2
COc1ccc(-c2cc(-c3n[nH]c(=S)n3-c3cccc4ccccc34)[nH]n2)cc1	1	5	2.6	4	0.3	0	4.1	-8	-11	-8	-0.2
COc1ccc(CNC(=O)c2cc(-n3cnnc3)ccc2Cl)cc1	2	-2	1.5	114	3.1	-1	-0.1	6	0	4	-0.2
CCOC(=O)c1oc2ccc(CNC3CCCCC3)c(Cl)c2c1C	17	-1	-0.9	-8	2.5	-6	-2.7	2	0	-16	1.7
Cc1ccc(S(=O)(=O)N(C)C)cc1NC(=O)COC(=O)/C=C/c1ccc2c(c1)OCO2	4	-1	1.9	-19	-1.2	-1	-5.3	-13	-4	3	-0.2
COC(=O)c1ccccc1NC(=O)CS(=O)(=O)Cc1nc(-c2ccc(C)cc2)oc1C	1	-1	1.0	-2	-1.1	6	-0.4	-9	3	0	-1.6
Cc1ccccc1C(=O)Oc1ccc2ccc(O)cc2c1	-6	-4	0.6	0	1.2	2	-0.6	10	-6	9	1.5
Cc1ccc(/C=C/C2=NN(Cc3ccccc3)C(=O)CC2)cc1	12	-5	2.4	10	2.2	-5	-0.5	2	-4	-9	0.6
Cc1ccc(NC(=O)C2CC(=O)N(CCc3ccccc3)C2)cc1Cl (stereo unspecified)	5	-2	1.1	-15	0.1	-2	0.2	4	-8	-4	-0.5
Cc1ccccc1NC(=O)Cc1nnc(SCC(=O)NC2CCCCC2)n1C	8	1	-0.2	15	-1.3	1	-2.1	4	3	0	-0.3
CC12CCC(=O)N1C(C(=O)Nc1nc3ccccc3s1)CS2 (stereo unspecified)	-33	0	2.3	3	0.4	9	0.9	2	-7	-12	-2.3
COc1ccccc1N1CCN(C(=O)c2cc(-c3ccc(C)cc3)on2)CC1	-4	-3	3.1	40	-1.2	-1	0.7	8	3	8	0.6
Cc1ccc(O)c(NC(=O)CN(C)S(=O)(=O)c2ccc(Cl)cc2)c1	-6	2	1.5	9	0.8	2	1.0	0	-5	-4	0.0
CSc1nnc(-c2nnc(SC)n2-c2ccccc2)n1-c1ccccc1	-12	-2	1.1	-10	0.6	4	2.9	3	-9	-4	-0.2
CNS(=O)(=O)c1cccc(C(=O)OCC(=O)Nc2ccc3ccccc3c2)c1	0	1	1.8	-15	1.1	0	-0.6	6	-7	-5	-2.3
Cc1ccc(C)c(S(=O)(=O)NCCCn2ccnc2)c1	5	-1	1.9	178	4.1	0	.	-1	8	-3	0.9
CC(=O)c1cccc(NC(=O)Nc2cnn(Cc3ccc(Cl)cc3Cl)c2)c1	-37	3	3.6	0	3.0	2	-7.1	-7	8	-5	3.7
CN1CCN(C(=O)c2ccc(Oc3ccc([N+](=O)[O-])cc3)cc2)CC1	7	2	1.6	-2	1.7	-3	3.7	-3	-3	-8	0.4
Cc1cc(C)c(NC(=O)CSc2nc3ccccc3c(=O)n2CCCN2CCOCC2)c(C)c1	-11	-4	2.6	109	1.3	5	-0.7	-1	6	-1	-2.6
Cc1ccccc1C(=O)OCCN(C)Cc1ccccc1	5	-10	4.0	-10	0.4	-1	3.2	-1	1	2	-0.9
COc1cccc(C2SCC(=O)N2c2ccc(Br)cc2)c1OC (stereo unspecified)	12	-3	3.1	-5	1.2	-4	2.0	0	3	-10	2.9
NC(=O)Cn1c(=O)n(CC(=O)N2CCCCC2)c(=O)c2sccc21	23	0	3.0	-1	0.4	-4	.	2	4	-7	-0.6
Cc1ccc(C(=O)NC2CCCc3ccccc32)cc1[N+](=O)[O-] (stereo unspecified)	-5	0	-0.5	22	1.3	2	1.4	4	-5	-3	0.5
COc1ccc(NC(=O)CN(C)C(=O)c2ccc(NS(=O)(=O)c3ccc(F)cc3)cc2)cc1	0	1	3.0	5	0.9	0	-0.8	3	5	-5	0.3
Cc1ccc(SCC(=O)Nc2ccc(N3CCOCC3)cc2)cc1	-11	-2	3.6	16	5.0	-3	0.3	2	-7	6	-1.1
O=C(NNC(=O)c1ccccc1Br)c1ccc(Cl)c(Cl)c1	-13	0	2.2	3	3.8	1	0.8	1	8	6	-1.2
Cc1ccc(C(=O)NCC(=O)OCc2nnc(-c3ccc([N+](=O)[O-])cc3)o2)s1	-4	3	0.6	-6	1.4	0	0.7	-1	3	-2	5.1
COc1ccc(C2=NOC(Cn3nc(-c4ccccc4)cc3C(=O)NCc3ccco3)C2)cc1 (stereo unspecified)	10	-8	1.0	-1	0.7	5	0.4	2	2	1	-0.2
COCC1CCN(C(=O)CC2C(=O)NCCN2Cc2cccc(Oc3ccccc3)c2)CC1 (stereo unspecified)	-4	0	0.1	-11	-0.1	5	-0.1	10	-7	11	2.3
Cc1csc(NC(=O)CSc2nc(C)cs2)n1	17	-2	1.9	-8	4.0	-6	0.3	-7	1	3	0.7
O=C(Cc1coc(-c2ccc(F)cc2)n1)N1CCOCC1	-1	1	1.5	-5	-0.9	-4	0.5	-3	5	-5	3.0
CC(NC(=O)COC(=O)/C=C/c1cccc(F)c1)c1ccccc1 (stereo unspecified)	34	-1	1.0	19	0.8	-14	0.6	-8	-1	-6	0.3
CC(N=C1NS(=O)(=O)c2ccccc21)C(=O)NCc1ccncc1 (stereo unspecified)	-7	-4	3.3	.	.	3	-1.7	5	-5	9	.
O=C1Nc2ccccc2C(O)(C(=O)NCc2ccco2)N1c1ccccc1 (stereo unspecified)	-4	1	2.3	.	2.0	3	0.1	0	-4	-4	1.4
CS(=O)(=O)N1CCN(c2ccccc2NC(=O)c2cc3ccccc3o2)CC1	-5	-3	-0.1	-5	1.5	-4	0.8	-1	1	-2	-0.2

Some of the entries above, reformatted.
Results follow in this order: HTR5A inv ag	DAGLB inh	phage Ecoli inh	SUMO Mot1 rescue	AddAB inh	HTR5A ag	CDK5 p35 inh	Tat export inh	PKA-R1A activ	PKA-R2B act	E coli growth
- Cc1cc(C)c(NC(=O)CSc2nc3ccccc3c(=O)n2CCCN2CCOCC2)c(C)c1
    -11	-4	2.6	109	1.3	5	-0.7	-1	6	-1	-2.6
- Cc1ccccc1C(=O)OCCN(C)Cc1ccccc1
    5	-10	4.0	-10	0.4	-1	3.2	-1	1	2	-0.9

Additional entries
SMILES	HTR5A inv ag	DAGLB inh	phage Ecoli inh	SUMO Mot1 rescue	AddAB inh	HTR5A ag	CDK5 p35 inh	Tat export inh	PKA-R1A activ	PKA-R2B act	E coli growth
Cc1ccc(NC(=O)C(C)N2C(=O)C3C4CC(C(Br)C4Br)C3C2=O)cc1 (stereo unspecified)	7	-2	3.5	.	4.2	1	-4.2	-3	5	0	2.2
CCOc1cc(/C=C2\SC(=S)N(NC(=O)c3cccnc3)C2=O)ccc1O	.	.	3.1	22	1.5	.	1.9	-1	.	.	1.2
CC(=O)C1C(c2cccc([N+](=O)[O-])c2)C2C(C)=NN=C2CC1(C)O (stereo unspecified)	-4	1	2.9	-10	1.9	-2	0.7	20	0	9	2.1
CCC(=O)c1ccc(N2CCN(C(=O)COc3ccccc3F)CC2)c(F)c1	11	-2	3.8	-8	-1.3	-4	0.7	1	-2	-2	0.9
CCCSc1nc(N2CCOCC2)c2c(c1C#N)CCCC2	-6	-11	1.1	19	1.6	0	-0.4	15	-6	-6	-2.5
Cc1cccnc1NC(=O)CCc1nnc2ccc(N3CCC4(CC3)OCCO4)nn12	-7	-1	1.2	-19	1.3	2	-0.8	-12	-18	-13	2.5
c1ccc(COc2ncnc3c2ncn3CCCNCc2ccc3c(c2)OCO3)cc1	-14	-4	3.4	.	.	4	0.9	3	2	1	.
COc1cccc(N=Nc2c(N)[nH][nH]c2=O)c1	-22	4	3.2	-15	4.7	-2	0.1	0	-7	2	0.5
Cc1cccc(-c2c(NC(=O)c3ccco3)oc3c(C)cccc3c2=O)c1	11	-1	1.1	-8	1.9	4	0.8	-1	-6	-16	-1.8
COc1ccc(CCNC(=O)Nc2ccc3c(c2)OCO3)cc1OC	-4	0	3.3	-6	3.2	-2	-1.7	6	7	2	1.4
O=C(NC1CCCC1)C1CC1c1ccccc1 (stereo unspecified)	10	1	1.2	18	-1.2	6	0.8	5	2	0	-1.0
COc1ccc(-n2c(-c3ccccc3)c[n+]3c2CCC3)cc1	6	-1	-0.1	36	2.4	-2	-1.5	3	7	-5	-2.7
CNc1ccc(/C=C(\CCC(=O)O)c2nc3ccccc3s2)cc1[N+](=O)[O-]	-21	30	1.6	-11	-0.4	-5	-1.6	2	-4	-12	-2.3
Cn1ccsc1=NC(=O)c1ccc(Cl)c([N+](=O)[O-])c1	4	1	0.9	-12	-0.9	-1	1.3	-17	6	3	1.6
CCOc1cc(NC(=O)C2CC2)c(OCC)cc1NC(=O)c1cccc(F)c1	-6	-1	0.6	9	4.0	1	0.6	-3	1	2	1.6
OC(COc1ccc(Cl)cc1)CN1C2=NCCCN2c2ccccc21 (stereo unspecified)	-9	0	1.7	165	6.8	4	2.4	-4	-5	14	1.3
CCc1ccccc1NC(=O)CSc1nnc([C@@H](N)Cc2ccccc2)o1	2	-4	2.2	-14	0.9	-1	-0.2	-3	-3	-3	0.2
CC(C)(C)c1csc(NC(=O)C2=COCCO2)n1	2	-1	3.2	345	0.2	5	2.3	5	6	-10	0.6
CC(C)[C@H](NC(=O)C1CCN(S(=O)(=O)c2ccc(F)cc2)CC1)C(=O)NCc1ccco1	-21	-1	3.4	10	2.9	-2	-1.6	4	6	1	-0.5
CCOC(=O)C1CCN(Cc2ccc3ccccc3c2)CC1	-9	-2	0.6	-7	.	2	6.6	18	-13	-6	.
Cc1cccc(NC(=S)NCC(c2ccccc2)N(C)C)c1 (stereo unspecified)	-6	0	3.1	90	4.4	2	0.9	2	-2	-1	0.2

Rows were taken by chance; about 2.3% have a hit in one of these screens.
